Source: PubChem BioAssay
NR2E3 ag-1 – inhibitors of NR2E3-RetCOR corepressor binding, primary screen, NR2E3 agonist project, biochemical, TR-FRET, GST-NR2E3, biotin-RetCOR. 1536-well. Photoreceptor-specific nuclear receptor (Homo sapiens), Q9Y5X4. inhibition of corepressor binding, % at 4.78 µM. AID 2300, 2010. 320,000 compounds, 0.12% hits;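 active means percent inhibition above the cutoff of mean plus 3 SD of all tested compounds, set per screening campaign, cut at about 20% in these data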;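 further: 0% = DMSO wells and 100% = biotin wells as full block of FRET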
Target sequence (Q9Y5X4 whole entry, looked up): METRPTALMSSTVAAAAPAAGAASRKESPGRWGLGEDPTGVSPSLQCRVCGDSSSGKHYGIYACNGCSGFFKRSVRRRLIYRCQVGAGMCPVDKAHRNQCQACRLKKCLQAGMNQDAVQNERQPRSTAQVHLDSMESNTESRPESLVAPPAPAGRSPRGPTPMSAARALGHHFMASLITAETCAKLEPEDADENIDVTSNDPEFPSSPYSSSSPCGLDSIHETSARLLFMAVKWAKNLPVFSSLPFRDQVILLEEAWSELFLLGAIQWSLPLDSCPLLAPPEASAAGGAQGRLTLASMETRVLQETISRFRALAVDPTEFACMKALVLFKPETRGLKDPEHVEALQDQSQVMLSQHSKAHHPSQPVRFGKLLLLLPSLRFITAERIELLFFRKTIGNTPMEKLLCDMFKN
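Format: 1536-well format; test system: GST-NR2E3 and biotin-RetCOR proteins; read-out basis: percent inhibition of TR-FRET ratio; timing: 5 h incubation at 4 °C; detection: time-resolved FRET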
HIF-2a block – HIF-2a reporter inhibitors, primary screen, luminescence, 786-0 RCC cells. 786-0 RCC cells HIF-2a reporter, luciferase luminescence, overnight. inhibition, % at 18.8 µM. 360,000 compounds, 0.72% hits. AID 624352, 2012;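 active means inhibition of the luminescence signal of 40% or more relative to plate controls, in a single-dose primary screen at 18.75 µM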
CF NFkB block – inhibitors of PAF-induced NF-kB signaling, primary screen, cell-based, GFP fluorescence, uHTS; 360,000 compounds, 0.86% hits; inhibition, % at 5 µM; AID 588850, 2011; KKLEB NF-kB-GFP reporter, GFP fluorescence overnight;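 active means at least 50% inhibition at 5 µM, scaled per plate between neutral and stimulator controls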;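 further: PAF is a Pseudomonas aeruginosa culture filtrate used as stimulus; plate controls were PAF-stimulated DMSO wells for no effect and unstimulated DMSO wells for full effect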
Peg3 prom inh – Peg3 promoter-driven luciferase inhibitors, primary screen, cell-based, HeLa, luciferase luminescence | AID 588405, 2011 | HeLa PEG-Prom luciferase reporter, overnight | inhibition, % at 20 µM | 360,000 compounds, 1.7% hits;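 active means inhibition of at least 50% at 20 µM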
Shn3 inh set2 – reduction of Shn3 3'UTR firefly luciferase signal, primary screen, Schnurri-3 inhibitor project, cell-based, Clone20 osteoblasts, set 2. Clone20 osteoblast Shn3 3'UTR firefly luciferase, 24 h. inhibition, % at 12.5 µM. 360,000 compounds, 0.52% hits;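 active means mean inhibition of at least 75% with every replicate also reaching 75%; inconclusive means mean inhibition at least 75% but some replicate below; inactive means mean inhibition below 75%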;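 further: 0% = median of neutral control wells and 100% = pilot-screen positive control compound; some compounds past the cut are filed as inactive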
TWEAK Fn14 block – inhibitors of TWEAK-Fn14 signaling, primary screen, luciferase reporter cells, uHTS; 360,000 compounds, 2% hits; AID 1159606, 2016; inhibition, % at 10 µM; TWEAK-stimulated Fn14 reporter cells, luciferase luminescence, 8 h; in the data active means inhibition above about 50%
NR2E3 ag-2 – NR2E3 agonists in two-hybrid cells, primary screen, cell-based, luminescence, CHO-S, Gal4-NCOR/VP16-NR2E3 | AID 602229, 2012 | inhibition of corepressor binding, % at 3.98 µM | luciferase | 360,000 compounds, 0.35% hits | Photoreceptor-specific nuclear receptor (Homo sapiens), Q9Y5X4;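 active means inhibition above the mean of all tested compounds plus 3 SD, cut at about 70% in these data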;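 further: 0% = DMSO with NR2E3 transfected cells and 100% = cells lacking NR2E3 construct; higher means lower luciferase signal from less NR2E3 corepressor binding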
TRAIL sens C8 – viability loss with TRAIL in NB7+C8 cells, primary screen, TRAIL sensitizer project, cell-based, ATPlite luminescence | inhibition (viability loss, TRAIL sensitization), % at 10 µM | 360,000 compounds, 1% hits;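 active means compounds causing at least 50% loss of cell viability in the single-dose screen, relative to plate controls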
TRPM1 prom inh – inhibitors of MITF-dependent TRPM1 promoter reporter, primary screen, cell-based, SK-MEL-5, single point, luciferase; SK-MEL-5 TRPM1 promoter luciferase, 24 h; 330,000 compounds, 0.83% hits; AID 488899, 2010; inhibition, % at 12.5 µM;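 active means mean inhibition across replicates of 60% or more, whatever share of single replicates reaches that level; inconclusive means some that reach 60%, reason not given; inactive means mean inhibition across replicates below 60%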; further: values of inactives mirror those of a sister screen read the other way
TROY signal inh – inhibitors of TROY-driven NF-kB signaling, primary screen, Q293 LMP1-TROYcd cells, NF-kB luciferase, uHTS | 360,000 compounds, 0.98% hits | Q293 LMP1-TROYcd NF-kB luciferase reporter, 4 h | inhibition, % at 10 µM;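 active means compounds whose plate-normalised and pattern-corrected inhibition of the luciferase reporter signal at the single screening dose is 50% or more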
KKLEB tox – cytotoxicity in KKLEB CF airway cells, primary screen, cytotoxicity control for CF NF-kB inhibitor project, cell-based, uHTS, fluorescence assay plates | KKLEB CF airway cells viability, ATPlite luminescence, overnight; active compounds read low; cells stimulated with P. aeruginosa culture filtrate | 360,000 compounds, 0.36% hits | AID 602141, 2011 | activity change (cytotoxicity), % at 5 µM;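 active means corrected activity change at or below -50% at 5 µM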
* hit, by the source's call; ? = inconclusive; · = not tested or not shown.

mol	NR2E3 ag-1	HIF-2a block	CF NFkB block	Peg3 prom inh	Shn3 inh set2	TWEAK Fn14 block	NR2E3 ag-2	TRAIL sens C8	TRPM1 prom inh	TROY signal inh	KKLEB tox
Cc1cc(C(=O)CN(Cc2ccc(F)cc2)S(=O)(=O)c2ccc3c(c2)OCCO3)c(C)n1C	1	5	18	9	15	-5	-1	11	1	7	-11
O=C(C[N+]1(CC#Cc2ccccc2)CCCCC1)c1ccccc1	0	9	16	6	4	-7	-5	-4	6	-24	-20
Cc1ccc(OCC(=O)Nc2ccc3c(c2)nc(CCN2CCN(C)CC2)n3C)cc1	0	8	5	3	1	1	6	-8	3	3	7
CCc1ccc(NC(=O)C(C)OC(=O)Cc2cc(OC)c(OC)c(OC)c2)cc1 (stereo not drawn)	·	-36	-6	-11	11	-3	7	-8	0	-6	-12
O=c1cc(O)c2sc3nc4c(c(C(F)(F)F)c3c2[nH]1)CCCCC4	2	9	-14	-3	-10	-17	-1	-7	-13	1	11
CCOc1ccccc1-c1ccc2nccn2c1	·	-10	11	1	6	-13	-21	-9	·	1	-14
Cc1cc2c(c(SCC(=O)Nc3ccc(C)c(C)c3)n1)C(=O)OC2	5	14	-7	4	8	1	2	-2	18	1	-6
COc1cc(CN2CC(C)OC(C)C2)cc(OC)c1 (stereo not drawn)	3	5	-1	14	4	7	-15	-1	-6	6	5
CC1(C)Cc2ccccc2C2=NNC(=O)C2=N1	4	34	75*	50	12	16	-6	7	96*	-13	0
Cn1ccc(NC(=O)c2ccc([N+](=O)[O-])cc2)n1	3	-34	18	-8	-9	7	-19	1	-6	1	2
COc1ccc(C(=O)/C=C/c2ccc(O)cc2)c(O)c1CC=C(C)C	2	-58	8	1	14	10	-13	7	-21	-5	2
O=C(CSc1nnc2c(Cl)cc(C(F)(F)F)cn12)NCc1ccc(F)cc1	2	16	5	-14	-7	13	5	-9	-10	3	-9
COc1ccc(NC(=O)Nc2cccc([N+](=O)[O-])c2)cc1Cl	-1	-263	14	-95	26	25	-46	14	-33	33	2
CC1=C/C(=N\N=C2\NC(=O)C(CC(=O)Nc3ccccc3F)S2)CC(C)(C)C1 (stereo not drawn)	6	17	7	17	17	12	-4	-9	16	8	-2
CC(C)COC(=O)/C(C#N)=C/c1cn(Cc2ccccc2)c2ccccc12	1	-10	10	-23	-20	-15	-3	16	0	-25	-8
O=C(O)CC1(CC(=O)NCc2ccc(C(F)(F)F)cc2)CCCCC1	3	19	-3	3	-1	-9	-14	-6	-1	3	2
O=C(NNC(=O)C12CC3CC(CC(Cl)(C3)C1)C2)c1ccncc1	1	8	4	9	-12	4	-3	8	-3	3	-25
COc1ccc(C(=O)CCc2ccccc2O)c(OC)c1	3	-279	-10	-274	-100	-27	-127	4	-58	-48	10
Cc1cc(Br)c(NC(=O)CSc2n[nH]c(N)n2)c(Br)c1	·	2	7	-7	-15	4	8	-7	20	3	11
CC(C)OC(=O)CSc1nnc(-c2ccco2)n1N	1	14	0	17	-5	4	7	-12	-7	-8	-7
COC(=O)C1=CN(Cc2ccc(OC)cc2)C=C(C(=O)OC)C1c1ccc(O)c(OC)c1	-2	8	-12	0	43	-1	-4	4	0	-16	6
Cc1ccc(C(=O)NCCN2CCNC2=O)cc1	1	-79	-20	-61	-14	1	-27	5	-36	-56	4
CN(C)c1ccnc(N(Cc2ccccc2)Cc2ccccc2)c1C#N	0	-207	16	-100	-27	6	-6	-4	-43	-58	-25
CCCCNC(=O)C1(C)CCC(=O)N1CCOc1ccccc1 (stereo not drawn)	·	12	11	-12	-1	-28	20	-3	·	19	-5
COc1ccc(CCNC(=O)Nc2ccc([N+](=O)[O-])cc2)cc1OC	0	12	14	5	5	12	5	0	2	-5	-9
Nc1nc(SCC(=O)N2N=C3/C(=C\c4ccco4)CCCC3C2c2ccco2)n[nH]1 (stereo not drawn)	·	8	35	16	15	7	14	6	8	-2	-4
Cc1cccc(-n2nc(C)cc2N)c1	2	-65	-16	3	-16	34	-8	-6	2	10	-5
Cc1cc(C)nc(Nc2n[nH]c(-c3cccc4ccccc34)n2)n1	1	-177	7	-101	-7	-11	-37	-2	-15	-37	12
COCCN(C(=O)COC(=O)c1sccc1C)c1c(N)n(Cc2ccccc2)c(=O)[nH]c1=O	-1	9	4	8	-1	16	-26	5	-5	-8	-11
Cc1nn(-c2ncc(C(F)(F)F)cc2Cl)c(=O)n1-c1ccccc1	5	3	15	11	11	-3	-5	8	-2	-4	-3
COc1cc(C(=O)NNC(=O)c2cc(S(=O)(=O)N(C)C)ccc2N2CCCC2)cc(OC)c1OC	0	3	6	-15	-4	-31	-46	-7	4	8	-15
O=C(NCCCN1CCOCC1)c1ccc2c(c1)N(Cc1ccccc1F)C(=O)c1ccccc1S2=O (stereo not drawn)	-1	6	-10	8	-4	7	16	-4	4	3	-5
O=c1[nH]c2c(c3c1CCCC3)CCCC2	-3	4	21	-7	0	-8	-7	0	-14	-18	-8
O=S(=O)(c1ccccc1)N1CCN(S(=O)(=O)c2ccccc2)c2ccccc21	·	1	-14	25	20	-10	-15	8	10	-19	4
CCOC(=O)/C=C/CN(C(=O)OC(C)(C)C)S(=O)(=O)N1CC=CC1	0	-3	4	2	4	8	1	-8	1	8	0
CCCOC(=S)NC(=O)c1sc2ccccc2c1Cl	3	-40	4	-8	-13	33	-19	-6	-7	-9	3
Cc1cccc(C)c1N1CC(=O)N(c2c(C)cccc2C)CC1=O	2	8	-3	1	11	9	-3	-15	-1	-5	2
CC(C)N1CC(C(=O)Nc2ccc(Cl)c(Cl)c2)CC1=O (stereo not drawn)	3	14	-3	6	12	5	-9	12	8	1	1
CC(C)(C)N(Cc1ccccc1)C(=O)CN1C(=O)c2ccccc2S1(=O)=O	·	10	13	5	4	2	-7	-7	0	-18	0
Cc1ccc(S(=O)(=O)Nc2nc(C)cc(N/N=C/c3ccc(O)cc3)n2)cc1	0	15	-23	17	-6	0	-16	-5	2	8	13
CC(=O)N(Cc1cccs1)Cc1cc2ccc(C)c(C)c2nc1Cl	1	8	-9	21	5	-14	12	-6	14	16	5
CC(C)[C@H](NC(=O)C1CCN(S(=O)(=O)c2ccc(F)cc2)CC1)C(=O)N1CCCCCC1	-1	8	10	1	17	-2	-12	-3	15	-13	-3
COc1cc(C2C(C(=O)c3ccc(C)o3)=C(O)C(=O)N2Cc2ccccc2)ccc1O (stereo not drawn)	10	22	-5	3	11	1	-16	-14	1	-2	-8
COc1cc(/C=N/NC(=O)c2cccnc2)ccc1OS(=O)(=O)c1cc(C)ccc1C	2	20	-5	36	9	38	-18	-6	9	35	-10
CCCNC(=O)CS(=O)(=O)Cc1nc(-c2ccccc2C)oc1C	-2	6	5	6	-27	6	15	9	·	3	-11
O=C(CN1C(=O)c2ccccc2S1(=O)=O)NCc1cccs1	1	-21	-19	6	8	-10	4	6	1	-50	-10
CCOc1ccc(OCC)c(S(=O)(=O)NCc2ccccc2)c1	5	4	-3	16	-9	7	-16	-11	3	-4	-2
CCCOC(=O)c1ccc(NC(=O)c2c(Cl)ccc(Cl)c2OC)cc1	-2	18	-2	-3	14	43	-21	23	6	21	0
CC1Cc2cc(S(=O)(=O)NCCC(=O)NCc3ccc(F)cc3)ccc2N1C(=O)C1CC1 (stereo not drawn)	-3	2	24	19	41	-16	-27	6	7	-7	-11
Cc1ccc(C)c(NC(=O)CSc2nnc3n2CCCCC3)c1	4	14	4	11	-12	10	21	-5	-16	-7	1
COc1cc(NC(=O)COc2cccc3c2OC(C)(C)C3)cc(OC)c1OC	2	19	-12	35	?	43	42	10	6	31	-13
Cn1c(=O)c2[nH]c(CN(Cc3ccccc3)Cc3ccccc3)nc2n(C)c1=O	2	29	9	48	56	27	-15	35	10	8	13
O=c1cc(-c2ccccc2)nc(N2CCN(Cc3ccccc3)CC2)[nH]1	2	16	-4	16	8	11	12	-7	11	-1	4
Cc1ccc(NC(=O)Cn2nc(C(=O)O)c3ccccc3c2=O)cc1S(=O)(=O)N1CCCCC1	·	-15	10	-41	22	-4	0	-4	-8	18	8
O=C(NCCCn1ccnc1)C(=O)NCC1OCCCN1S(=O)(=O)c1ccccc1 (stereo not drawn)	3	-9	0	-11	90*	9	-26	1	-7	-8	-1
CCOC(=O)c1cccc(NC(=O)CSc2nnc(C)n2CC2CCCO2)c1 (stereo not drawn)	-2	6	-5	-6	-3	-12	-19	-2	16	-7	5
CN(C)c1ccc(-n2cccc2/C=N/n2cnnc2)cc1	-2	-1	-15	-6	6	41	-65	8	-2	31	-4
Cc1c(O)ccc(/C(Cc2ccc3ccccc3n2)=N\N)c1O	-2	-137	-18	-167	-76	-4	17	18	-48	18	12
CCSc1nc2[nH]ncc2c(=O)[nH]1	2	8	4	0	9	-10	9	-6	8	11	11
COc1ccc([N+](=O)[O-])cc1NC(C)C	0	13	4	-1	18	1	-17	-7	0	0	7
CN1CCc2c(sc3c2c(=O)n(-c2ccccc2)c2nnc(SCc4ccc(F)cc4)n32)C1	·	11	-9	14	-37	-4	-18	1	-11	-6	4
S=c1nc2c(n[nH]1)c1ccccc1n2CCc1ccccc1	0	-20	-19	28	-1	-14	-24	18	-4	-9	0
Cc1ccc(C)c(Cn2nnc3c(=O)[nH]c(C4CCCN(C(=O)CC(C)C)C4)nc32)c1 (stereo not drawn)	5	5	-2	19	4	12	-4	-6	4	5	12

One compound at a time (already shown):
S=c1nc2c(n[nH]1)c1ccccc1n2CCc1ccccc1 is entered as NR2E3 ag-1: 0; HIF-2a block: -20; CF NFkB block: -19; Peg3 prom inh: 28; Shn3 inh set2: -1; TWEAK Fn14 block: -14; NR2E3 ag-2: -24; TRAIL sens C8: 18; TRPM1 prom inh: -4; TROY signal inh: -9; KKLEB tox: 0
COc1cc(NC(=O)COc2cccc3c2OC(C)(C)C3)cc(OC)c1OC is entered as NR2E3 ag-1: 2; HIF-2a block: 19; CF NFkB block: -12; Peg3 prom inh: 35; Shn3 inh set2: ?; TWEAK Fn14 block: 43; NR2E3 ag-2: 42; TRAIL sens C8: 10; TRPM1 prom inh: 6; TROY signal inh: 31; KKLEB tox: -13

Not all compounds are listed (hit frequency here may not be typical).
